Yeast growth inh = reduces growth of yeast BB579 in restrictive medium | AID 804 | 0.51% of 140,000 active | inhibition, % at 10 µM | S. cerevisiae BB579 growth, OD615, 48 h;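 active means inhibition above a set limit, 3 SD over the mean compound inhibition, cut at about 44% in these data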; further: inactives centre near -24
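test system = yeast BB579 (DeaD) | buffer or medium = restrictive CSMM-D medium | doses = single compound dose of 10 µM, 0.25% DMSO final | times = 4 h preincubation and 48 h exposure at 30 °C | technique = culture absorbance at 615 nm | benchmarks = amphotericin B 10 µg/mL, positive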
PTEN del growth = suppresses growth of cells with PTEN deletion. HCT116 PTEN-null viability, CellTiter-Glo, 60 h; hits give low values. viability, % at 10 µM. 1.2% of 140,000 active. AID 827;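 active means viability at or below a set limit, 4 SD under the median of all tested compounds, cut at about 3.7% in these data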;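 further: PTEN knockout HCT116 line with beta catenin targeted HCT116 as companion control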
GALR2 antag = blocks the human galanin receptor 2; O43603; GALR2-expressing cells, antagonist mode; inhibition, % at 4 µM; 0.39% of 140,000 active; AID 828; in the data active means inhibition above about 27%;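 further: cells stimulated with galanin 1-16 at roughly its EC80; 0% = agonist challenge control and 100% = basal control without agonist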
Target sequence (O43603 whole entry, looked up): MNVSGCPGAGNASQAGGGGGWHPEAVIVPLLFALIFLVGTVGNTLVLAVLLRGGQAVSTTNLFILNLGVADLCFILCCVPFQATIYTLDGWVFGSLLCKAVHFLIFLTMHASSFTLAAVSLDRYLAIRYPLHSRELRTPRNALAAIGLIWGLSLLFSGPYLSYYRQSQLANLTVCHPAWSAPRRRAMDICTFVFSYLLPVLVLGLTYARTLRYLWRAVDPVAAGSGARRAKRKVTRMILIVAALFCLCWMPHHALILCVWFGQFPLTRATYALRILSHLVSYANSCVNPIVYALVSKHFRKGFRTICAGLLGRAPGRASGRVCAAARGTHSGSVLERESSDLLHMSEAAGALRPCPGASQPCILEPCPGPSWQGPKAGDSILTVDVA
Measles CPE = protection of cells from measles virus; AID 841; 1.5% of 140,000 active; protection (pct of control), % at 4 µM; Measles virus-infected cells, CPE protection, absorbance; in the data active means protection mostly above about 24%, no sharp cut-off; inactive means mostly below about 26%; further: some compounds called inactive have numbers as strong as hits
Yeast lifespan up = yeast lifespan extension; S. cerevisiae growth with nicotinamide, OD615; deaD strain in restrictive glucose medium; inhibition of the nicotinamide effect, % at 10 µM; 0.68% of 130,000 active;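 active means inhibition above a set limit, placed 3 SD over the median of all compounds, cut at about 26% in these data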;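 further: 0% = nicotinamide-treated wells and 100% = cells grown without nicotinamide; some compounds called inactive have numbers as strong as hits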
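Assay system: engineered S. cerevisiae DeaD replicative-lifespan strain, galactose-grown log-phase cells; Buffer or medium: CSMM-D glucose medium, restrictive; Probe or stimulus: nicotinamide 1.5 mM; Compound: single dose 10 µM compound, 0.25% DMSO; Schedule: 4 h preincubation then 48 h treatment at 30 °C; Technique: OD615 measurement.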
NPY-Y2 antag = NPY-Y2 (human) receptor antagonism. P49146. NPY-Y2 expressing cells, antagonist mode. inhibition, % at 2.7 µM. 0.99% of 140,000 active. AID 793; in the data active means inhibition above about 17%;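 further: 0% = vehicle with agonist challenge and 100% = reference antagonist with challenge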
Target sequence (P49146 whole entry, looked up): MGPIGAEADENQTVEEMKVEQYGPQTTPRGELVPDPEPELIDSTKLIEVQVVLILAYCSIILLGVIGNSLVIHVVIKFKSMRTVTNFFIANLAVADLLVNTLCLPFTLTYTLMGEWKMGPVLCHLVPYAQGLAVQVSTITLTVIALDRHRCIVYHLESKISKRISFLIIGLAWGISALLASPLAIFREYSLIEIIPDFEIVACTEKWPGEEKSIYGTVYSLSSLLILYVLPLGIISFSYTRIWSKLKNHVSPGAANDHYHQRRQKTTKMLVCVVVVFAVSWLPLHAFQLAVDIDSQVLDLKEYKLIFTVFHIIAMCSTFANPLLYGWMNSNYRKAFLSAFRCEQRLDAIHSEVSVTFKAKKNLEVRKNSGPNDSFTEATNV
MRP-1 activ = activates MRP-1; H69AR cells + doxorubicin, viability rescue, CellTiter-Glo; viability increase, % at 10 µM; 0.61% of 140,000 active; AID 799;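 active means viability gain under doxorubicin at or above a set limit, the compound median plus 3 SD, cut at about 4.7% in these data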;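 further: MRP-1 overexpressing cells given doxorubicin 25 µM after compound pretreatment; 18-22 h compound pretreatment then 72 h with doxorubicin before readout; 0% = doxorubicin-only wells and 100% = vehicle-treated cells without doxorubicin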
Phagocytosis inh = macrophage phagocytosis inhibition | inhibition, % at 5 µM | J774A.1 macrophage IgG-bead phagocytosis, imaging | 0.07% of 110,000 active;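 active means inhibition above the mean of the plate negative controls plus 5 SD, cut at about 13% in these data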;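 further: phagocytic index as fraction of beads internalized from green versus red external bead signal; plate controls were DMSO negative control for no effect and cytochalasin-D positive control for full effect; some results beyond the cut were filed as inactive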
HCT116 bCat-KO = beta-catenin-lacking colon tumor cell growth suppression; HCT116 beta-catenin knockout viability, CellTiter-Glo, 60 h; hits give low values; viability, % at 10 µM; 1.5% of 140,000 active;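 active means viability at or under a set limit, the compound median less 4 SD, cut at about 6% in these data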;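 further: 0% = Hyamine 1622 control at 20 µM and 100% = untreated cell control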
E-sel TNF inh = blocks E-selectin expression induced by TNF alpha; 0.71% of 120,000 active; HUVEC TNFa-induced E-selectin immunofluorescence, high content; inhibition, % at 2 µM;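 active means inhibition above the batch mean plus 3 SD, and confirmed as a hit on visual image review, cut at about 43% in these data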;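 further: 0% = TNF-stimulated DMSO wells and 100% = unstimulated control wells; not every result past the cut was called active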
* hit, by the source's call.

For O=C(Nc1ccccc1)N1CCN(c2ncccn2)CC1 the results were Yeast growth inh -51, PTEN del growth 119, GALR2 antag 2, Measles CPE 15, Yeast lifespan up -12, NPY-Y2 antag 2, MRP-1 activ -0.3, Phagocytosis inh 0, HCT116 bCat-KO 103 and E-sel TNF inh 6.
Screening Cc1c(NC2(c3nnnn3-c3ccc(Br)cc3)CCCCC2)c(=O)n(-c2ccccc2)n1C returned Yeast growth inh -31, PTEN del growth 71, GALR2 antag 0, Measles CPE 11, Yeast lifespan up -6, NPY-Y2 antag 1, MRP-1 activ -0.6, Phagocytosis inh -1, HCT116 bCat-KO 67 and E-sel TNF inh 22.
`O=C(C1CCCN(c2ncccn2)C1)N1CCc2ccccc21` (configuration not stated) gave Yeast growth inh -31, PTEN del growth 86, GALR2 antag -11, Measles CPE 14, Yeast lifespan up -17, NPY-Y2 antag 0, MRP-1 activ -3.1, Phagocytosis inh 0, HCT116 bCat-KO 83 and E-sel TNF inh 19.
Cc1ccc(-c2ccc(/C=C(\C#N)C(=O)Nc3cc(C)nn3-c3ccccc3)o2)cc1 was read as Yeast growth inh -33, PTEN del growth 93, GALR2 antag 2, Measles CPE 2, Yeast lifespan up -7, NPY-Y2 antag 3, MRP-1 activ -0.7, Phagocytosis inh 0, HCT116 bCat-KO 79 and E-sel TNF inh 4.
Screening COc1ccc(CC(=O)N2CCN=C2SC)cc1 returned Yeast growth inh 14, PTEN del growth 90, GALR2 antag -11, Measles CPE 14, Yeast lifespan up -4, NPY-Y2 antag 1, MRP-1 activ -0.9, Phagocytosis inh 0, HCT116 bCat-KO 93 and E-sel TNF inh 6.
`Clc1ccc(Cn2ncc3c(N4CCCC4)ncnc32)cc1` gave Yeast growth inh 3, PTEN del growth 80, GALR2 antag -2, Measles CPE 5, Yeast lifespan up -29, NPY-Y2 antag 4, MRP-1 activ -2.3, Phagocytosis inh -2, HCT116 bCat-KO 77 and E-sel TNF inh 1.
`O=C(NCCN1CCOCC1)c1cccc(S(=O)(=O)N2CCCCCC2)c1` gave Yeast growth inh -31, PTEN del growth 103, GALR2 antag -6, Measles CPE 7, Yeast lifespan up -7, NPY-Y2 antag 1, MRP-1 activ 0.8, Phagocytosis inh 0, HCT116 bCat-KO 95 and E-sel TNF inh -9.
For CC1CCN(CC(C)OC(=O)c2ccc3c(c2)OCCO3)CC1 (configuration not stated) the results were Yeast growth inh -23, PTEN del growth 86, GALR2 antag -3, Measles CPE 16, Yeast lifespan up -4, NPY-Y2 antag 7, MRP-1 activ -0.5, Phagocytosis inh 0 and HCT116 bCat-KO 93.
`CC(=O)Nc1ccc(S(=O)(=O)NC(C)C(=O)OCC(=O)NC2CCCC2)cc1` (configuration not stated) gave Yeast growth inh -22, PTEN del growth 97, GALR2 antag 11, Measles CPE 6, Yeast lifespan up 1, NPY-Y2 antag 3, MRP-1 activ -1.4 and HCT116 bCat-KO 91.
For C/C(=N/NC(=O)CN1CCN(S(=O)(=O)c2ccc(Br)cc2)CC1)c1ccco1 the results were Yeast growth inh -3, PTEN del growth 105, GALR2 antag -1, Measles CPE 3, Yeast lifespan up -3, NPY-Y2 antag 0, MRP-1 activ 0.6, Phagocytosis inh -11, HCT116 bCat-KO 99 and E-sel TNF inh -24.
COc1nc(N)c(S(=O)(=O)c2ccccc2C)cc1C#N was read as Yeast growth inh -7, PTEN del growth 99, GALR2 antag 2, Measles CPE -1, Yeast lifespan up -11, NPY-Y2 antag 3, MRP-1 activ -0.6, Phagocytosis inh 0, HCT116 bCat-KO 110 and E-sel TNF inh 13.
Screening Cc1nc2ccccc2n1CC(=O)OCC(=O)Nc1ccc2c(c1)OCCO2 returned Yeast growth inh -21, PTEN del growth 95, GALR2 antag -4, Measles CPE 8, Yeast lifespan up 3, NPY-Y2 antag 1, MRP-1 activ -1.1, Phagocytosis inh 0, HCT116 bCat-KO 106 and E-sel TNF inh 37.
Screening Cc1ccsc1C(=O)Nc1ccccc1N1CCOCC1 returned Yeast growth inh -67, PTEN del growth 84, GALR2 antag 6, Measles CPE 3, Yeast lifespan up -11, NPY-Y2 antag 5, MRP-1 activ -0.2, Phagocytosis inh 1, HCT116 bCat-KO 91 and E-sel TNF inh 4.
`O=C(Cn1cc(C(=O)c2cccs2)c2ccccc21)NCc1cccs1` gave Yeast growth inh -32, PTEN del growth 55, GALR2 antag 4, Measles CPE 5, Yeast lifespan up -9, NPY-Y2 antag 3, MRP-1 activ -2.9, Phagocytosis inh 0, HCT116 bCat-KO 65 and E-sel TNF inh 3.
`CCOCCCNC(=O)C1CCCN1C(=O)NC1CCCCC1` (configuration not stated) gave Yeast growth inh -41, PTEN del growth 99, GALR2 antag 8, Measles CPE 25, Yeast lifespan up 2, NPY-Y2 antag 0, MRP-1 activ -0.3, Phagocytosis inh -1, HCT116 bCat-KO 83 and E-sel TNF inh 7.
For CC(C)(C)C(=O)CNS(=O)(=O)c1ccc(S(=O)(=O)NC2CCCC2)cc1 the results were Yeast growth inh -24, PTEN del growth 78, GALR2 antag -2, Measles CPE 4, Yeast lifespan up -3, NPY-Y2 antag 1, MRP-1 activ -3.3, Phagocytosis inh 1, HCT116 bCat-KO 74 and E-sel TNF inh -41.
For COc1cccc(C2CC(c3ccccc3)n3ncnc3N2)c1 (configuration not stated) the results were Yeast growth inh -39, PTEN del growth 105, GALR2 antag 2, Measles CPE 12, Yeast lifespan up -4, NPY-Y2 antag 2, MRP-1 activ -3.0, Phagocytosis inh 0 and HCT116 bCat-KO 96.
Screening Nc1nc(Br)c2ccccc2c1-c1ccc(F)cc1 returned Yeast growth inh -38, PTEN del growth 106, GALR2 antag 10, Measles CPE 3, Yeast lifespan up -12, NPY-Y2 antag 4, MRP-1 activ -1.9, HCT116 bCat-KO 91 and E-sel TNF inh -4.
For Cc1cc(C)c2nc(NNC(=O)c3cc(-c4cccs4)nc4ccccc34)sc2c1 the results were Yeast growth inh -14, PTEN del growth 4, GALR2 antag 3, Measles CPE 5, Yeast lifespan up 0, NPY-Y2 antag 5, MRP-1 activ -2.1, HCT116 bCat-KO 6 and E-sel TNF inh -17.
Screening COC(=O)c1cc2c(ccn2-c2ccc(F)cc2)n1Cc1ccc(C#N)cc1 returned Yeast growth inh -3, PTEN del growth 66, GALR2 antag -27, Measles CPE 18, Yeast lifespan up -2, NPY-Y2 antag 19*, MRP-1 activ 1.9, Phagocytosis inh -4 and HCT116 bCat-KO 61.
CCOc1ccccc1NC(=S)NCC1CCCO1 (configuration not stated) was read as Yeast growth inh -2, PTEN del growth 89, GALR2 antag 5, Measles CPE 5, Yeast lifespan up -2, NPY-Y2 antag 1, MRP-1 activ -1.9, Phagocytosis inh -4, HCT116 bCat-KO 93 and E-sel TNF inh 52.
Screening CCC(Sc1nc2ccc(C)cc2[nH]1)C(=O)O (configuration not stated) returned Yeast growth inh -55, PTEN del growth 96, GALR2 antag 1, Measles CPE 6, Yeast lifespan up -8, NPY-Y2 antag 4, MRP-1 activ 0.4, Phagocytosis inh 1, HCT116 bCat-KO 104 and E-sel TNF inh -13.
Screening O=S(=O)(NCCc1ccc2c(c1)OCCO2)c1cccs1 returned Yeast growth inh -18, PTEN del growth 106, GALR2 antag -5, Measles CPE 10, Yeast lifespan up -3, NPY-Y2 antag 9, MRP-1 activ 0.5, Phagocytosis inh 0, HCT116 bCat-KO 106 and E-sel TNF inh -11.
Screening O=CN1N=C(c2ccccc2)CC1c1ccccc1[N+](=O)[O-] (configuration not stated) returned Yeast growth inh -8, PTEN del growth 101, GALR2 antag 10, Measles CPE 9, Yeast lifespan up -1, NPY-Y2 antag 1, MRP-1 activ -1.6, HCT116 bCat-KO 95 and E-sel TNF inh 3.
Screening CC1CCN(C(=O)Cn2c(=O)n(Cc3ccc4c(c3)OCO4)c(=O)c3ccccc32)CC1 returned Yeast growth inh -21, PTEN del growth 87, GALR2 antag 4, Measles CPE 5, Yeast lifespan up -8, NPY-Y2 antag 6, MRP-1 activ -0.2, Phagocytosis inh -2, HCT116 bCat-KO 73 and E-sel TNF inh -7.
`Cc1cc(/C=C2\SC(=S)NC2=O)c(C)n1C1CC1` gave Yeast growth inh -25, PTEN del growth 83, GALR2 antag -8, Measles CPE 22, Yeast lifespan up -14, NPY-Y2 antag -1, MRP-1 activ -4.4, Phagocytosis inh 1, HCT116 bCat-KO 75 and E-sel TNF inh 5.
`CCOC(=O)c1sc(NC(=O)Nc2ccc(F)cc2)nc1C` gave Yeast growth inh -39, PTEN del growth 62, GALR2 antag -15, Measles CPE 9, Yeast lifespan up -1, NPY-Y2 antag -1, MRP-1 activ -1.4, Phagocytosis inh 0 and HCT116 bCat-KO 68.
Screening CCCCCCn1ccc(=N)cc1 returned Yeast growth inh -38, PTEN del growth 22, GALR2 antag -12, Measles CPE 22, Yeast lifespan up 0, NPY-Y2 antag 1, MRP-1 activ 0.5, Phagocytosis inh -1, HCT116 bCat-KO 15 and E-sel TNF inh -19.
For O=C(O)CC(C(=O)OCC1CCCO1)N1CCOCC1 (configuration not stated) the results were Yeast growth inh -16, PTEN del growth 96, GALR2 antag 1, Measles CPE 21, Yeast lifespan up 0, NPY-Y2 antag 1, MRP-1 activ -2.9, Phagocytosis inh 0 and HCT116 bCat-KO 95.
`CCOC(=O)CP(=O)(c1ccccc1)c1ccccc1` gave Yeast growth inh -24, PTEN del growth 102, GALR2 antag -13, Measles CPE 8, Yeast lifespan up -8, NPY-Y2 antag 2, MRP-1 activ -0.8, Phagocytosis inh 0, HCT116 bCat-KO 93 and E-sel TNF inh 31.
Screening CCOC(=O)c1sc(C)c(C(=O)NCC(C)(C)CN(C)C)c1N returned Yeast growth inh -5, PTEN del growth 83, GALR2 antag 11, Measles CPE 4, Yeast lifespan up -2, NPY-Y2 antag 2, MRP-1 activ -2.3, HCT116 bCat-KO 82 and E-sel TNF inh -18.
For COc1cccc(NS(=O)(=O)c2cn(C)c(=O)n(C)c2=O)c1 the results were Yeast growth inh -71, PTEN del growth 93, GALR2 antag -3, Measles CPE 8, Yeast lifespan up -2, NPY-Y2 antag 2, MRP-1 activ -0.7, Phagocytosis inh -2 and HCT116 bCat-KO 94.
Screening Fc1cc(Br)ccc1NC(=S)NCCc1ccccc1 returned Yeast growth inh -2, PTEN del growth 82, GALR2 antag 4, Measles CPE 11, Yeast lifespan up -17, NPY-Y2 antag 4, MRP-1 activ -1.4, HCT116 bCat-KO 92 and E-sel TNF inh 36.

Screening data from PubChem.

Random draw from the library. About 6.4% of those tested had a hit in this group.
